PHOSPHO1 inh: blocks human PHOSPHO1 phosphatase activity | Q8TCT1 | recombinant PHOSPHO1, absorbance phosphatase assay | inhibition, % at 13.3 µM | 290,000 compounds, 1.1% hits; in the data active means inhibition above about 60%
Target sequence (Q8TCT1 whole entry, looked up): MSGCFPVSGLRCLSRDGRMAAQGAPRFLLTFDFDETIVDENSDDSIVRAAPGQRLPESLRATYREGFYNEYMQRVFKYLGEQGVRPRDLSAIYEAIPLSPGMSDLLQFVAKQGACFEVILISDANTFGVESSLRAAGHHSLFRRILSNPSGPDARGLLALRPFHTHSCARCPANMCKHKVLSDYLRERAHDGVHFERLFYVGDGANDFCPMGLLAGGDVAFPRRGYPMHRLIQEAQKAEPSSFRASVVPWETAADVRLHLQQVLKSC
NALP1 yeast inh: NALP1 inhibition. S. cerevisiae NALP1/ASC/caspase-1 growth, X-gal OD620, 72 h. inhibition, % at 10 µM. 280,000 compounds, 0.61% hits. AID 2071; in the data active means inhibition mostly above about 24%, no sharp cut-off; inactive means mostly below about 32%; further: some compounds called inactive have numbers as strong as hits
MEKK2mut PB1 HTS: signal of MEK5 binding to mutant human MEKK2 PB1 domain; bead flow cytometry, Alexa488-MEK5 binding to MEKK2 mutant; 290,000 compounds, 0.35% hits; percent response, % at 10 µM; AID 1530; in the data active means percent response above about 24%, passing the limit was not always enough; further: inactives centre near 1; some results filed as inactive read as strong as hits; reference of the scale not given here
MEKK2wt PB1 HTS: raises or lowers MEK5 binding to wildtype human MEKK2 PB1 domain; Q9Y2U5; bead flow cytometry, Alexa488-MEK5 binding to MEKK2 WT; actives lie on both sides; binding response (% of control), % at 10 µM; 290,000 compounds, 1.1% hits; in the data active means binding response below about 67% or above about 130%
GalR3 antagonist: antagonists of human GalR3; HEK293 GalR3-CNG cAMP membrane potential fluorescence; galR3 body fused to GalR1 C-terminus; 360,000 compounds, 0.44% hits; inhibition, % at 3 µM; AID 651719;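 active means inhibition above the screen-wide average plus 3 SD, cut at about 13% in these data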;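 further: forskolin and galanin both at EC90 stimulate the cells; cAMP rise reported by CNG channel membrane potential dye signal; 0% = forskolin plus galanin with DMSO and 100% = forskolin alone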
Target sequence (O60755 1-299 limits assumed): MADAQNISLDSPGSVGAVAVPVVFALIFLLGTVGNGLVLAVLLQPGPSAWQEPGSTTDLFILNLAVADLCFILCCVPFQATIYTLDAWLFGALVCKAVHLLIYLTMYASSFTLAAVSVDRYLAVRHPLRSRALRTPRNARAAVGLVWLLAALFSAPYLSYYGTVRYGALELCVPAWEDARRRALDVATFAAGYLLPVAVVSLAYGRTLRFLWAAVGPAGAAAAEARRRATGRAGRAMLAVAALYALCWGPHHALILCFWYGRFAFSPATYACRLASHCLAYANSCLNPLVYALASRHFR
MEKK3 PB1 HTS: raises or lowers MEK5 binding to the human MEKK3 PB1 domain | Q99759 | AID 1529 | binding response (% of control), % at 10 µM | bead-based flow cytometry, Alexa488-MEK5 binding to MEKK3; actives lie on both sides; 0 = blocked by unlabeled MEK5, 100 = vehicle | 290,000 compounds, 1.4% hits;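 active means binding response more than 3 SD above or below the average of its plate-row segment, actives on both sides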;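 further: Alexa488 bead fluorescence after subtracting the streptavidin-only scavenger bead signal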
OXTR agonist: activates the human oxytocin receptor | activation, % at 3 µM | CHO-OTR cells, Fluo-8 calcium fluorescence; normalized: DMSO 0%, oxytocin 100% | 320,000 compounds, 0.32% hits;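 active means activation above the mean of all tested compounds plus 3 SD, cutoff set per screening run, cut at about 20% in these data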;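 further: peak over basal fluorescence ratio from a 100 s FLIPR kinetic read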
V1R ag counter: V1a receptor agonism, counter-screen for OXTR agonists | 320,000 compounds, 0.25% hits | P37288 | AID 2797 | CHO-V1R cells, Fluo-8 calcium fluorescence, agonist mode; 0% DMSO, 100% 3 nM vasopressin | activation, % at 3 µM;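 active means activation above the mean activation of all tested compounds plus 3 SD, per screening run, cut at about 20% in these data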;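 further: signal is peak over basal fluorescence ratio across a 100 second FLIPR read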
Target sequence (P37288 whole entry, looked up): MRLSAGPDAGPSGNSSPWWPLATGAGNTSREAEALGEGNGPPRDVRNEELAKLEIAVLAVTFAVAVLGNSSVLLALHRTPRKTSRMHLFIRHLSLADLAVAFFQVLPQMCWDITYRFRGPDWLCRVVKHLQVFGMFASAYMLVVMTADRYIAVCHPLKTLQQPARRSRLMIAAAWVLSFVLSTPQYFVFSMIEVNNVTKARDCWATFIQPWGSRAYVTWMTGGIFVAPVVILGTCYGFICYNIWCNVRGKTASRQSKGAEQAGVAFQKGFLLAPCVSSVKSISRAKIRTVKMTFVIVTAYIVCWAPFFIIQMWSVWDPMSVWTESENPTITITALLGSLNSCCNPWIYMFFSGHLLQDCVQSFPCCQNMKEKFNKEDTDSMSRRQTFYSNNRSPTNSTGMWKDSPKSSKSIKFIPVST
GPR7 antagonist: blocks human GPR7 receptor signaling; P48145; GPR7-expressing cells, fluorescence antagonist assay; inhibition, % at 4.4 µM; 290,000 compounds, 1.1% hits; AID 1861; in the data active means inhibition above about 16%, passing the limit was not always enough;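 further: cells stimulated with the agonist NPW; 0% = agonist with vehicle and 100% = vehicle without agonist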
The depositor's hits bear a star; . = no result given.

smiles	PHOSPHO1 inh	NALP1 yeast inh	MEKK2mut PB1 HTS	MEKK2wt PB1 HTS	GalR3 antagonist	MEKK3 PB1 HTS	OXTR agonist	V1R ag counter	GPR7 antagonist
CCCCCCCC[n+]1cccc(C(=O)N2c3c(nc(N)[nH]c3=O)NC(C)C2C)c1 (configuration not stated)	-16.1	3.4	3.0	109.0	3.6	106.0	-0.6	0.0	-10.5
O=C(CN1CCN(S(=O)(=O)c2ccc(F)cc2)CC1)Nc1ccc2c(c1)OCO2	17.6	6.9	12.0	103.0	-1.0	105.0	0.9	0.8	13.5
O=C(O)C1=C(C(=O)N2CCN(C(=O)c3ccco3)CC2)CCCC1	6.4	17.8	.	.	-8.1	.	0.6	0.7	-15.0
CCN(CC)c1ccc(/C=N/Nc2nn[nH]n2)cc1	7.8	18.7	-10.0	100.0	1.0	97.0	-1.1	-1.7	-10.6
CCOc1ccc(NC(=O)c2cccc(-n3cnnn3)c2)cc1	9.2	7.5	-2.0	97.0	-3.8	100.0	-0.8	-0.5	-13.5
COc1ccccc1CNC(=O)c1cc2ccccc2oc1=O	4.5	28.0*	7.0	106.0	-3.4	102.0	-0.9	0.5	1.4
CCCC(=O)NCCc1cc2ccc(C)c(C)c2[nH]c1=O	32.6	.	3.0	103.0	0.8	102.0	0.3	0.5	-3.5
O=C(OC(C(=O)NCc1ccc2c(c1)OCO2)c1ccccc1F)c1ccco1 (configuration not stated)	-9.4	3.1	0.0	107.0	3.0	95.0	-2.3	0.0	-1.1
CCOC(=O)c1sc(NC(=O)CN(CC)CC)c(C(=O)OCC)c1C	5.0	21.1	-3.0	88.0	-3.2	88.0	-0.8	0.7	3.4
Cn1c(C(C#N)/C(=N\S(=O)(=O)c2cccs2)c2ccccc2)nc2ccccc21 (configuration not stated)	19.3	6.5	-6.0	95.0	-7.2	93.0	-0.1	0.3	-8.8
O=C(O)CCN(Cc1ccccc1)S(=O)(=O)c1ccc(Cl)cc1F	20.5	-4.6	-2.0	101.0	1.2	102.0	1.3	-0.4	8.0
CC(C)(C)CC(=O)N1CCN(Cc2ccc3c(c2)OCO3)CC1	19.0	13.5	2.0	104.0	-9.1	104.0	3.8	-1.2	-17.3
COc1ccccc1NC(=O)CSc1nc(O)cc(=O)n1-c1ccccc1OC	19.4	21.8	-11.0	93.0	-2.0	93.0	0.6	1.6	-4.9
O=C(NCC1CCCO1)Nc1ccc(Cl)cc1 (configuration not stated)	6.9	1.6	4.0	108.0	-1.8	105.0	0.4	0.7	3.0
COc1ccc(-c2nnn(CC(=O)NCc3ccc4c(c3)OCO4)n2)cc1OC	24.9	1.4	-3.0	90.0	-3.6	84.0	-0.3	1.0	22.3*
CCOc1ccc(N(CC(=O)NCc2ccco2)S(C)(=O)=O)cc1	21.5	19.1	-1.0	93.0	-0.4	93.0	-0.6	4.6	-7.9
O=c1sc2ccccc2c(=O)n1Cc1ccccc1F	41.7	-8.6	6.0	125.0	-1.7	139.0*	-2.4	-0.6	-9.4
Cc1ccc(CNC(=O)Cc2cn(C)c3ccccc23)cc1	39.9	5.4	2.0	105.0	-11.1	105.0	-1.5	-1.5	14.7
O=C(Nc1ccncc1)c1ccc2c(c1)C(=O)N(CC1CCCO1)C2=O (configuration not stated)	5.6	-5.3	-1.0	107.0	-7.2	103.0	6.3	6.5	-8.6
CCc1ccc2nc(SCC(=O)N3CCCCC3)c(C#N)cc2c1	.	.	3.0	95.0	-1.5	87.0	-2.1	-0.8	-2.8
Cc1c(Cl)cccc1NC(=S)N1CCC(N(C)CC2CCCO2)CC1 (configuration not stated)	2.0	-8.3	-11.0	92.0	-5.8	99.0	2.2	0.0	-3.5
CC(C)(C)c1nc(SCC(=O)c2ccccc2)c2ccccc2n1	30.4	-8.4	0.0	101.0	-4.9	103.0	-1.3	-1.2	-13.1
COc1ccc(CCC(=O)N2CC(C)OC(C)C2)cc1 (configuration not stated)	-8.3	8.2	5.0	100.0	-0.7	102.0	-0.1	0.6	-5.8
CC1(C)Cc2c(C#N)c(OCC(=O)c3ccccc3)nc(-c3ccoc3)c2CO1	28.8	-20.1	1.0	94.0	-0.7	99.0	-1.4	-0.5	-13.3
COC(=O)c1ccc(N2CCOCC2)c(NC(=O)c2ccc3c(c2)OCO3)c1	23.3	5.8	0.0	104.0	-4.9	101.0	-0.9	0.2	-11.1
CC(C)(C)C1=C(C#N)C(c2ccc3c(c2)OCO3)C(C#N)=C(N)O1 (configuration not stated)	-27.7	18.6	-5.0	95.0	4.6	97.0	0.2	0.8	-2.2
CCCOP(=O)(c1ccc(N(C)C)cc1)C(O)c1ccc(Cl)cc1Cl (configuration not stated)	9.4	10.1	1.0	101.0	-10.4	100.0	0.3	0.7	-6.2
CCCCNC(=O)c1ccc(CS(=O)(=O)c2ccc(OC)cc2)o1	-9.2	30.8	3.0	103.0	1.5	104.0	-0.6	1.5	-9.2
O=C(NCCCN=C1NS(=O)(=O)c2ccccc21)c1ccc(S(=O)(=O)N2CCOCC2)cc1	-9.4	-1.6	3.0	102.0	.	106.0	0.3	0.2	-6.8
C=CCNCC#CCOc1ccc(OC)cc1	6.8	-0.5	5.0	103.0	2.1	104.0	1.8	0.7	5.3
CCn1cnc2c1c(=O)n(CC(=O)Nc1ccc3c(c1)OC(F)(F)O3)c(=O)n2Cc1ccccc1	5.9	6.5	0.0	94.0	-2.3	99.0	2.2	2.7	1.1
CCOC(=O)CSc1nnc(NC(=O)c2ccc3c(c2)OCO3)s1	13.7	14.3	7.0	105.0	5.6	103.0	0.5	0.1	-4.9
Cc1cc(C(=O)NCc2ccc(S(N)(=O)=O)cc2)ccc1[N+](=O)[O-]	1.4	-23.4	-2.0	98.0	-1.1	101.0	-0.7	0.6	-8.9
COC(=O)c1[nH]c2cccc(OC)c2c1NC(=O)CCN1CCN(c2cccc(Cl)c2)CC1	37.2	3.9	10.0	111.0	-4.1	108.0	.	.	-1.6
CC(=O)c1cc(-c2ccc(F)cc2)n(CCC(=O)Nc2cccnc2)c1C	-10.1	-2.7	-2.0	100.0	-4.5	91.0	-0.3	0.1	-3.7
Cc1ccc2oc(C(=O)N3CCN(Cc4nccn4C)CC3)c(C)c2c1	22.6	17.6	11.0	110.0	-2.0	106.0	0.4	0.8	-5.2
COC(=O)c1cc(NC2c3ccccc3C(=O)N2c2cccnc2)cc(C(=O)OC)c1 (configuration not stated)	-10.0	-0.3	14.0	117.0	.	114.0	-0.4	1.7	-10.6
Cc1nc(NS(=O)(=O)c2ccccc2)sc1C(C)(C)C	3.4	17.8	-4.0	90.0	-14.5	88.0	-1.0	0.1	-8.1
Cc1cc(C(=O)N/N=C/c2c(C)n(C)c3ccccc23)n[nH]1	13.4	27.2	-2.0	96.0	-0.2	96.0	-0.8	-0.5	-8.0
Brc1ccccc1-c1nnc2sc(-c3ccc4c(c3)OCCO4)nn12	0.2	-1.5	-7.0	91.0	-3.8	92.0	-1.8	-0.4	14.1

Some of the entries so far, with each value named:
smiles: CCn1cnc2c1c(=O)n(CC(=O)Nc1ccc3c(c1)OC(F)(F)O3)c(=O)n2Cc1ccccc1
  PHOSPHO1 inh: 5.9	NALP1 yeast inh: 6.5	MEKK2mut PB1 HTS: 0.0	MEKK2wt PB1 HTS: 94.0	GalR3 antagonist: -2.3	MEKK3 PB1 HTS: 99.0	OXTR agonist: 2.2	V1R ag counter: 2.7	GPR7 antagonist: 1.1

smiles: CCOC(=O)CSc1nnc(NC(=O)c2ccc3c(c2)OCO3)s1
  PHOSPHO1 inh: 13.7	NALP1 yeast inh: 14.3	MEKK2mut PB1 HTS: 7.0	MEKK2wt PB1 HTS: 105.0	GalR3 antagonist: 5.6	MEKK3 PB1 HTS: 103.0	OXTR agonist: 0.5	V1R ag counter: 0.1	GPR7 antagonist: -4.9

smiles: Cc1cc(C(=O)NCc2ccc(S(N)(=O)=O)cc2)ccc1[N+](=O)[O-]
  PHOSPHO1 inh: 1.4	NALP1 yeast inh: -23.4	MEKK2mut PB1 HTS: -2.0	MEKK2wt PB1 HTS: 98.0	GalR3 antagonist: -1.1	MEKK3 PB1 HTS: 101.0	OXTR agonist: -0.7	V1R ag counter: 0.6	GPR7 antagonist: -8.9

smiles: COC(=O)c1[nH]c2cccc(OC)c2c1NC(=O)CCN1CCN(c2cccc(Cl)c2)CC1
  PHOSPHO1 inh: 37.2	NALP1 yeast inh: 3.9	MEKK2mut PB1 HTS: 10.0	MEKK2wt PB1 HTS: 111.0	GalR3 antagonist: -4.1	MEKK3 PB1 HTS: 108.0	OXTR agonist: .	V1R ag counter: .	GPR7 antagonist: -1.6

Other results.
smiles	PHOSPHO1 inh	NALP1 yeast inh	MEKK2mut PB1 HTS	MEKK2wt PB1 HTS	GalR3 antagonist	MEKK3 PB1 HTS	OXTR agonist	V1R ag counter	GPR7 antagonist
COc1ccccc1-c1ocnc1C(=O)N1CCN(S(=O)(=O)c2ccc(NC(C)=O)cc2)CC1	14.3	12.9	1.0	105.0	-7.3	100.0	-0.1	-0.9	-7.5
CC(/C=N/NC(=O)c1nn(C)c(C)c1Br)=C\c1ccccc1	-8.9	30.5	3.0	109.0	2.2	102.0	-0.5	-0.4	-1.0
NC(=O)CC(NC(=O)c1cccc(Br)c1)c1ccc(N2CCC(N3CCCC3)CC2)c([N+](=O)[O-])c1 (configuration not stated)	34.3	.	21.0	153.0*	5.1	110.0	-0.7	0.9	.
COc1ccc(-n2cc(-c3ccc(Cl)cc3)[nH]c2=S)cc1	60.0*	11.3	-20.0	95.0	-4.3	89.0	-1.2	-0.2	-15.7
COc1ccc(OC)c(/C=N/N=C(\N)c2nonc2N)c1	17.1	.	-1.0	97.0	-3.8	101.0	-2.4	-2.0	-17.4
CC(C)c1nnc2c(N(C)S(=O)(=O)c3ccccc3)nc3ccccc3n12	18.1	8.2	1.0	104.0	-5.2	103.0	1.3	2.8	-14.8
CCC(C)[C@H](N)c1cn([C@@H](Cc2ccc(O)cc2)C(=O)N2CCNCC2)nn1 (some centres not stated)	17.7	9.5	4.0	101.0	-3.0	103.0	-0.3	0.5	-3.9
Cc1ccc(N=Cc2c(C)[nH]n(-c3ccccc3)c2=O)nc1	20.0	10.4	15.0	107.0	1.9	107.0	0.0	0.2	-15.3
CCN1CCCC1CNC(=O)c1ccccc1Cl (configuration not stated)	8.7	-95.3	5.0	85.0	-3.1	78.0	0.4	1.6	-7.0
Cc1cc(C(=O)NC(=S)Nc2cccc(NC(=O)C(C)C)c2)ccc1[N+](=O)[O-]	-7.9	35.3	-1.0	95.0	-5.8	93.0	14.9	8.7	-3.4
COc1ccc(/C(C)=N\NC(=O)CNC(=O)C(c2ccccc2)c2ccccc2)cc1OC	26.3	25.0	2.0	99.0	1.3	105.0	1.2	5.3	-15.4
O=C(CN(Cc1cccs1)C(=O)c1csnn1)NC1CCCC1	-10.5	-56.0	2.0	102.0	-2.5	104.0	-0.6	1.4	-13.2
O=C(COc1ncnc2ccccc12)Nc1cc(S(=O)(=O)N2CCOCC2)ccc1Cl	-5.3	0.0	-1.0	102.0	-3.0	107.0	0.9	0.3	-9.7
CC(C)(C)c1ccc(C(=O)NCCCNC(=O)c2ccccn2)cc1	17.4	-7.0	-3.0	97.0	6.0	107.0	0.2	0.3	-7.7
Clc1ccccc1C1CC(c2ccccc2)=Nc2ccccc2N1 (configuration not stated)	23.1	8.0	-10.0	94.0	-10.6	97.0	-2.2	-1.2	-5.4
CC(O)(CS(=O)(=O)Cc1ccccc1)C(=O)Nc1cccc(C(F)(F)F)c1 (configuration not stated)	15.3	14.7	8.0	108.0	-9.0	104.0	2.8	0.1	-15.7
O=C(COC(=O)c1cnccn1)c1ccc2ccccc2c1	0.9	22.1	3.0	102.0	-0.4	103.0	2.2	1.6	1.8

Assay outcomes deposited in PubChem BioAssay by several laboratories.
